HT1080 IDH1KD tx: qHTS for induction of synthetic lethality in tumor cells producing 2HG: qHTS for the HT-1080-IDH1KD cell line. AID 686971, 2013. HT-1080 IDH1 knockdown viability, ATP luminescence, 48 h. Potency, µM (doses to about 46.1 µM), inactives show top-dose activity, negative = toxicity, most hits filed as cytotoxic. 2% of 360,000 active;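 note: potency is the fitted concentration of half-maximal effect; 0% = DMSO wells and -100% = cell-free medium wells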
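Knockdown cells (IDH1KD HT-1080) received compounds 2 h after plating at 750 cells/well and were kept 48 h at 37 °C in 5% FBS RPMI. A CellTiter-Glo luminescence read gave % activity for curve fitting.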
HT1080NT lethal: qHTS for induction of synthetic lethality in tumor cells producing 2HG: qHTS for the HT-1080-NT fibrosarcoma cell line | 1.6% of 360,000 active | Potency, µM (series often up to 46.1 µM), inactives show at the highest dose activity, negative = less viability, hits mostly cytotoxic | HT-1080-NT fibrosarcoma viability, CellTiter-Glo ATP luminescence, 48 h | AID 686970, 2013;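 note: NT is the 2HG producing partner of a matched IDH1 knockdown line; potency is the fitted concentration of half-maximal effect; 0% = DMSO-treated cells and -100% = media-only wells without cells; nearly all actives have a fitted effect of over 55% in size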
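HT-1080-NT fibrosarcoma cells (2HG-overproducing), 750 cells/well in RPMI with 5% FBS, dosed after 2 h and incubated 48 h at 37C. CellTiter-Glo luminescence normalized to DMSO and no-cell wells; concentration-response curves fitted and classed.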
KB-V1 MDR tox: qHTS assay for MDR1-selective chemotherapeutics: Primary screen using the drug-selected MDR subline cells KB-V1 | KB-V1 MDR cells viability, CellTiter-Glo, 72 h | Potency, µM (top dose mostly 46.1 µM), without a hit: at the top dose activity change, negative = cytotoxicity, hits mostly cytotoxic | 3.4% of 400,000 active; note: potency is the fitted concentration of half-maximal effect; % is set by controls: 0 for no effect and ±100 for the full control effect; nearly all actives have a fitted effect of over 60% in size
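qHTS viability screen in drug-selected KB-V1 MDR cells: 72 h compound treatment at 37 degrees C, ATP luminescence end point.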
MCF10A rerep: A quantitative high throughput screen for small molecules that induce DNA re-replication in MCF 10a normal breast cells; AID 624296, 2012; 2.9% of 350,000 active; Potency, µM (series often up to 46.1 µM), inactives show top-dose activity, positive = re-replication, most hits filed as activators; MCF 10A DNA re-replication, Hoechst nuclear intensity, 48 h; note: potency is the fitted concentration of half-maximal effect; % of control where 0% means no effect; nearly all actives have a fitted effect of over 50% in size
IL-1B inflam inh: qHTS for Inhibitors of Inflammasome Signaling: IL-1-beta AlphaLISA Primary Screen; THP-1 LPS/ATP IL-1B secretion, AlphaLISA, 16 h; hits give low values; activity change, % at 57.5 µM; 4.7% of 360,000 active; in the data active = activity change below about -50%; inconclusive = mostly about -30% to -49%; note: % is set by controls: 0 for no effect and ±100 for the full control effect
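THP-1 cells pretreated 1 hr with compounds (up to 57.5 uM final), then stimulated with LPS (250 ng/mL final) plus ATP (1.25 mM final); secreted IL-1B measured by AlphaLISA after 16 hr, decreased signal indicating inhibition.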
KB-3-1 cytotox: qHTS assay for MDR1-selective chemotherapeutics: Primary screen using the parental adenocarcinoma cell KB-3-1. Potency, µM (titrated, usually from 46.1 µM), for inactives: at the highest dose activity change, negative = cytotoxic, actives largely listed as cytotoxic. AID 1347075, 2019. KB-3-1 viability, CellTiter-Glo ATP luminescence, 72 h. 1.4% of 400,000 active; note: potency is the fitted concentration of half-maximal effect; % is set by controls: 0 for no effect and ±100 for the full control effect; nearly all actives have a fitted effect of over 60% in size
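Here the drug-naive KB-3-1 line serves as comparator for MDR sub-line selectivity; cells received compound titrations, 72 h at 37 °C, then CellTiter-Glo readout.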
SW480 rerep: A quantitative high throughput screen for small molecules that induce DNA re-replication in SW480 colon adenocarcinoma cells; Potency, µM (highest dose often 46.1 µM), for the others: at the top dose re-replication activation, most hits filed as activators; 1.8% of 340,000 active; SW480 DNA re-replication, Hoechst DNA content imaging, 48 h; note: potency is the fitted concentration of half-maximal effect; % of control where 0% means no effect; nearly all actives have a fitted effect of over 55% in size
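Hoechst fluorescence of nuclei (405 nm excitation, 500-530 nm emission) measured by plate-scanning imager after 48 hr compound exposure at 37 C; re-replication scored as increased number of nuclei with elevated intensity.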
DRD3 agonist: qHTS of D3 Dopamine Receptor Agonist: qHTS | max activation, % | D3R DiscoveRx beta-arrestin cells, luminescence, 90 min | D(3) dopamine receptor (Homo sapiens), P35462 | 0.58% of 410,000 active; in the data active = max activation above about 30%; note: 0% is about no effect; mostly tested at two doses, the higher about 12 µM
Target sequence (P35462 whole entry, looked up): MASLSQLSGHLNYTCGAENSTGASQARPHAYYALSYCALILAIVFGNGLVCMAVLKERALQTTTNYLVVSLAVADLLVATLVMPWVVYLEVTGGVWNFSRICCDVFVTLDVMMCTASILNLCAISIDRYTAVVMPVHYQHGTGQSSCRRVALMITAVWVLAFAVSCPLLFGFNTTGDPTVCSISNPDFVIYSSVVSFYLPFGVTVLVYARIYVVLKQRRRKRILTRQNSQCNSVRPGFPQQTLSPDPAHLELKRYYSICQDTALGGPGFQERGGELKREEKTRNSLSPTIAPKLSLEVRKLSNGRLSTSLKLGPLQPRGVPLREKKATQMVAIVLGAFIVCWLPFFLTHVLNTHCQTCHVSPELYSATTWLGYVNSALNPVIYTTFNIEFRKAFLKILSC
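Cells at 1500/well, incubated overnight, then treated with pinned compounds (dopamine as control) for 90 min at 37 degrees C. DiscoveRx reagent added for 30 - 60 minutes at room temperature; luminescence read.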
HEK293 tox: qHTS of GLP-1 Receptor Inverse Agonists: Cytotox Screen | AID 624418, 2012 | HEK293 cAMP-luciferase reporter cells, luminescence, 24 h | Potency, µM (titrated, usually from 38.3 µM), for inactives: at the top dose activity change, negative = inhibition, usual class: inhibitors | 0.13% of 410,000 active;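 note: loss of luciferase light is scored as toxicity; potency is the fitted concentration of half-maximal effect; % is set by controls: 0 for no effect and ±100 for the full control effect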
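Cells in DMEM/10% Nu serum/1% pen-strep, 1536-well format. Pre-incubated 12 h, dosed with 23 nL compound, incubated a further 24 h. Luciferase detection, 12 min at room temp, luminescence.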
Active calls of the source: *; u = inconclusive; x = no result given; & = joins results of further samples; [ ] = dose if it differs, or a comment. Unless noted, calls come from the whole dose curve; as a rule, active = well fitted curve in the direction sought with a large enough effect; inconclusive = small, poorly fitted or top-dose-only effect, or another doubt; inactive = no such curve, though single readings can be large; an effect the other way counts as inactive or inconclusive.

SMILES | HT1080 IDH1KD tx | HT1080NT lethal | KB-V1 MDR tox | MCF10A rerep | IL-1B inflam inh | KB-3-1 cytotox | SW480 rerep | DRD3 agonist | HEK293 tox
CCC(Oc1ccccc1)C(=O)OCC(=O)Nc1sccc1C(N)=O (stereo not drawn) | -3% | -3% | 0% | 6% | -17 | 1% | u | 5 | 0%
c1cn(-c2ccc(-c3ccnc4ncnn34)cc2)cn1 | 3% | 5% | 9% | 4% | -1 | -4% | 2% | 2 | -7%
COc1cccc(NC(=O)C2C3C=CC4(O3)C2C(=O)N(C(C)C)C4C(=O)NC2CCCCC2C)c1 (stereo not drawn) | 2% | 1% | 5% | 7% | -23 | 9% | 0%[9.22 µM] | 0 | -16%
NC(=O)N=Nc1c2[nH]c3ccccc3nc-2c2ccccc12 | -14% | -18% | u | u | -89* | u | 9% | 11 | u
CCN(CC(=O)NCc1cccs1)S(=O)(=O)c1ccc(F)cc1 | 14% | 11% | 0% | 1% | 18 | 10% | -24% | 2 | -7%
Cc1ccc(C(=O)NCc2cccnc2)o1 | 19% | 28% | 0% | 1% | 37 | 4% | u | 1 | -9%
CN1CC(C(=O)Nc2ccc(F)c(Cl)c2)CC1=O (stereo not drawn) | 5% | 16% | 29% | -3% | 8 | 25% | -4% | -10 | 23%
COc1cc(C2C(C#N)=C(N)N(c3cccnc3)C3=C2C(=O)CCC3)ccc1O (stereo not drawn) | 26% | 2% | 2% | 2% | -59* | -8% | -5% | 17 | 8%
O=C(CN1CCC(NC(=O)c2ccccc2F)CC1)NCc1ccc(F)cc1 | 0% | -8% | -2% | -1% | -7 | -12% | -6% | -1 | -28%
Cc1ccc(N2CC(C(=O)NC3CC3)CC2=O)cc1 (stereo not drawn) | 9% | 0% | -1% | 1% | -8 | 5% | -7% | 9 | -3%
CCN(C[C@H]1N[C@@](C)(C(=O)OC)[C@H]2C(=O)N(Cc3ccccc3)C(=O)[C@@H]12)C(=O)COC | 6% | 15% | -10% | 12% | 13 | 1% | u | 7 | -3%
N#Cc1c(NC(=O)c2cc(C3CC3)on2)sc2c1CCC2 | u | u | 4% | 3.3µM* | 37 | 13µM* | 21µM* | -5 | u
CCSc1nnc(NC(=O)C(C)C)s1 | 1% | -3% | u | 4% | 2 | -3% | 2% | -5 | -1%
Cc1cccc(OC(=O)c2cc(-c3ccc4c(c3)OCCO4)on2)c1 | x | x | 0% | x | x | 3% | x | -1 | 0%
COc1ccc(Cl)cc1NC(=O)CN(C)S(=O)(=O)c1ccc(Br)s1 | x | x | -7% | x | x | -21% | x | -16 | 5%
COc1ccc(N(CC(=O)Nc2cccc3ccccc23)S(C)(=O)=O)c(OC)c1 | -2% | 11% | -16% | -8% | 17 | 9% | 7% | -1 | -2%
COc1ccc(OCCCON2C(=O)c3ccccc3C2=O)cc1 | 5% | 7% | 14% | 0% | 48 | 0% | 4% | 4 | 20%
COc1cccc(C(=O)OCC(=O)c2[nH]c(C)c(C(C)=O)c2C)c1 | 10% | 2% | -9% | 15% | 12 | -4% | -24% | 3 | -17%
CCC1Sc2ccc(S(=O)(=O)CCC(=O)NCc3ccc(C)o3)cc2NC1=O (stereo not drawn) | -4% | -1% | 28% | -1% | 15 | 2% | 11% | 14 | -14%
CN(C)CCNC(=O)C(C(=O)c1ccc(F)cc1)n1ccccc1=O (stereo not drawn) | 1% | 9% | 2% | 0% | 4 | 16% | -1% | 0 | 4%
CCCNC(=O)CN1C(=O)NC(CCc2ccccc2)C1=O (stereo not drawn) | 8% | 11% | 4% | -7% | -7 | 3% | -8% | 4 | 1%
CC(C)(C)c1ccc(NC(=O)COc2ccc(-n3ccnc3)cc2)cc1 | u | -23% | -3% | 20% | -22 | -25% | -6% | 11 | u
C/C=C/c1ccc(OCc2cc(=O)n3cc(C)ccc3n2)c(OC)c1 | 9% | 7% | 0% | 3% | 25 | 4% | 1% | 6 | 2%
CSc1ccc(S(=O)(=O)NCC(=O)OCC(=O)NCc2cccs2)cc1[N+](=O)[O-] | 5% | 0% | 16% | u | -66* | 7% | 1% | 6 | -4%
O=C(c1ccc([N+](=O)[O-])cc1)N1CCN(Cc2ccccc2[N+](=O)[O-])CC1 | -15% | -11% | -10% | 16% | -27 | 0% | -2% | -10 | 1%
CC1(C)C/C(=C(/C#N)C(N)=O)CCO1 | 3% | 9% | 6% | 5% | -4 | 13% | -2%[9.22 µM] | -3 | -3%
CCc1c(C(=O)NNC(=S)NCc2ccccc2)csc1C | u | u | -10% | -2% | -21 | 0% | -5% | -4 | -9%
Cc1ccc2c(c1)c1c(c(=O)n(-c3ccccc3C)c(=O)n1Cc1cccc(F)c1)n2C | x | x | -19% | x | x | u | x | -3 | 3%
Cc1ccc(-n2nc(C)c3c2OC(N)=C(C#N)C3c2ccncc2)cc1 (stereo not drawn) | -1% | -6% | 16% | 0% | -29 | -1% | 0% | -2 | -7%
COc1cccc2c1OC1(N3CCOCC3)CCCCC1C2C[N+](=O)[O-] (stereo not drawn) | -1% | 6% | 2% | x | -5 | 0% | x | -1 | 4%
CC(C)Cc1nnc(NC(=O)CS(=O)(=O)Cc2ccccc2)s1 | 11% | -1% | 0% | 5% | 37 | 4% | 1% | -4 | 0%
Cc1c(C(=O)NCCSc2ccc(Cl)cc2)cccc1[N+](=O)[O-] | -11% | -2% | -7% | 11% | -20 | 3% | -3% | -4 | 2%
Cc1ccc(C(=O)c2ccccc2C(=O)OCC(=O)N2CC(C)CC(C)C2)cc1 (stereo not drawn) | 5% | -3%[9.24 µM] | u | u | u | -5% | 1% | 2 | -22%
O=C(CN(C(=O)CNS(=O)(=O)c1ccc(F)cc1)c1ccccc1)NCc1ccco1 | 16% | 15% | 16% | 1% | 6 | 5% | -5% | 5 | -5%
COc1cc([N+](=O)[O-])ccc1NC(=O)COC(=O)c1c[nH]c(=O)[nH]c1=O | 0% | 2% | 0% | 6% | 5 | 0% | 1% | -1 | -5%
CC(C)CC(NC(=O)C1CCC(C)CC1)C(=O)Nc1ccccc1F (stereo not drawn) | 3% | 4% | u | 17% | 21 | -9% | 0% | 4 | -6%
CCc1cccc(NC(=O)CCNC(=O)Cn2ccc3ccccc3c2=O)c1 | -15% | -14% | u | -7% | 26 | -12% | -27% | 1 | -3%
COc1ccc(CNC(=O)CN(c2cc(C)cc(C)c2)S(=O)(=O)c2c(C)[nH]c(=O)[nH]c2=O)cc1 | 4% | 0% | -18%&19% | 11% | -19 | 2%&0% | -10% | 3&4 | 13%&3%
Cc1ccc(C(=O)N(Cc2cccnc2)Cc2cc3cc(C)ccc3n3nnnc23)cc1 | 5% | 7% | u | 0% | 3 | -4% | 146% | 3 | -2%
COc1cccc(C(=O)Cn2c(N3CCOCC3)nc3c2c(=O)n(C)c(=O)n3C)c1 | 2% | 3% | -10% | 0% | -4 | 0% | -16% | 9 | -7%
CCN(CC)CCOCCOc1cc(C)c(Cl)c(C)c1 | -7% | u | u | 15% | -4 | -3% | -1% | -23 | 1%
C=C1C(C(=O)Nc2ccc(OCC)cc2)C1C(=O)Nc1ccc(OCC)cc1 (stereo not drawn) | u | u | 13% | 29% | 15 | 5% | 16% | -10 | -19%
COc1cc2c(C(=O)Nc3cc(OC)c(OC)c(OC)c3)cn(C)c(=O)c2cc1OC | x | x | u | x | x | 19% | x | 0 | 0%
C=CCn1c(COc2ccccc2F)nnc1SCCN1C(=O)c2ccccc2C1=O | -3% | 0% | 0% | 0% | -21 | 5% | 4% | -8 | -1%
O=S(=O)(c1ccccc1)N1CCN(C2CCN(Cc3ccccc3)CC2)CC1 | -6% | -2% | 0% | 26% | -25 | 0% | u | -14 | 6%
CC(C)CN(CC(C)C)CC(O)COc1ccc([N+](=O)[O-])cc1 (stereo not drawn) | 1% | -4% | u | 5% | u | -5% | -11% | 0 | -1%
Cc1ccc(CNC(=O)Cn2cnc(S(=O)(=O)N3CCC(C)CC3)c2)o1 | 2% | 15% | u | 1% | 9 | -7% | u | 17 | -4%
COc1cccc(CNC(=O)c2nnn(-c3ccc(OC(F)(F)F)cc3)c2N)c1 | -8% | -5% | -18% | 0% | -2 | -4% | -1% | -1 | -4%
CCN1CCN(c2ccc(S(=O)(=O)N3CCCCC3)cc2NC(=O)Cc2ccccc2F)CC1 | 2% | -9% | -3% | 14% | -7 | -4% | 9% | -11 | -1%
COc1ccc(NC(=S)N(CCCN2CCC(C)CC2)Cc2cccs2)cc1 | -11% | -14% | u | 9% | -51* | -1% | 1% | -7 | u
COc1cccc(/C=N/Nc2ccc(Cl)nn2)c1OC | 21% | 16% | 20% | -1% | u | -2% | u | 9 | 7%

Full records as entered above. Screens in order: HT1080 IDH1KD tx | HT1080NT lethal | KB-V1 MDR tox | MCF10A rerep | IL-1B inflam inh | KB-3-1 cytotox | SW480 rerep | DRD3 agonist | HEK293 tox
Shown for `Cc1ccc(-n2nc(C)c3c2OC(N)=C(C#N)C3c2ccncc2)cc1` (stereo not drawn) : -1% | -6% | 16% | 0% | -29 | -1% | 0% | -2 | -7%
Shown for `O=S(=O)(c1ccccc1)N1CCN(C2CCN(Cc3ccccc3)CC2)CC1` : -6% | -2% | 0% | 26% | -25 | 0% | u | -14 | 6%

Not a hit list, and some 11% of all compounds hit somewhere here.
